# Screening results deposited in PubChem BioAssay by several laboratories.
# Rv3671c protease: Rv3671c (M. tuberculosis) protease inhibition; AID 2606; 320,000 compounds, 0.048% hits; P9WHR9; inhibition, % at 5.96 µM; in the data active = inhibition above about 38%;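 note: extracellular domain of Rv3671c used as enzyme; 0% = enzyme with DMSO and 100% = no enzyme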
# TcdB inh: inhibitors of Clostridioides difficile toxin B glycohydrolase | P18177 | TcdB glycohydrolase enzymatic assay, plate reader | inhibition, % at 9.99 µM | 350,000 compounds, 0.24% hits; in the data active = inhibition above about 10%
# PrPC surface inh: inhibitors of human cell surface prion protein PrPC; P04156; inhibition, % at 13.8 µM; AID 720596; 370,000 compounds, 0.43% hits; TR-FRET read-out; in the data active = inhibition above about 24%; note: 0% = median of the test wells and 100% = reference compound wells
# CCHF vOTU inh: blocks the CCHF virus ovarian tumor domain protease | CCHFV vOTU protease, Pep-AMC fluorescence | inhibition, % at 11.5 µM | 370,000 compounds, 0.55% hits | AID 651958; in the data active = inhibition above about 30%; note: 0% = vehicle wells with enzyme and 100% = no enzyme wells
# Y pestis TopoI: Y. pestis Topo-I inhibition via cleavage products; 360,000 compounds, 0.064% hits; activity, % at 10 µM; AID 504884; Y. pestis Topo-I cleavage product accumulation, plate reader; in the data active = activity above about 50%, passing the limit was not always enough; note: inactives centre near 2
# MazEF act: increases E. coli MazEF RNase cleavage of RNA; 350,000 compounds, 0.32% hits; P0AE70; activation, % at 20 µM; FAM/BHQ RNA-DNA oligo cleavage fluorescence, 5 h; in the data active = activation above about 50%
# DUSP3 inh: inhibitors of human VHR1 phosphatase (DUSP3); recombinant VHR phosphatase, pNPP absorbance; inhibition, % at 13.3 µM; 290,000 compounds, 0.52% hits; AID 1654; in the data active = inhibition above about 50%; note: some compounds called inactive have numbers as strong as hits
# BH1578 lux ind: inducers of Vibrio cholerae quorum light production without autoinducers. V. cholerae BH1578 lux reporter, luminescence, 6 h. activation, % at 18.7 µM. 350,000 compounds, 0.16% hits. AID 588436; in the data active = activation mostly above about 9.7%, no sharp cut-off; note: not every result past the cut was called active; inactives centre near 0; reference of the scale not given here
# 3CLpro inhibitor: SARS-CoV 3CLpro protease inhibition | P0C6X7 | recombinant SARS-CoV 3CLpro, quenched FRET peptide cleavage | inhibition, % at 6 µM | 290,000 compounds, 0.14% hits | AID 1706; in the data active = inhibition above about 12%
# SSB-PriA inh: K. pneumoniae PriA-SSBct interaction inhibition; AlphaScreen SSBct-PriA binding, biotinylated peptide; inhibition, % at 33 µM; 430,000 compounds, 0.6% hits; AID 1272365; in the data active = inhibition mostly above about 37%, no sharp cut-off; inactive = mostly below about 20%;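 note: plate controls were negative control peptide for no effect and reference peptide for full effect; strong numbers were not always called active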
# An asterisk follows results filed as active; i = inactive; / = not tested or not shown; & = joins results of further samples. Only part of the results is shown (hit frequency here may not be typical).
SMILES,Rv3671c protease,TcdB inh,PrPC surface inh,CCHF vOTU inh,Y pestis TopoI,MazEF act,DUSP3 inh,BH1578 lux ind,3CLpro inhibitor,SSB-PriA inh
CC(NC(=O)C(C)(C)C)C(c1cccs1)N1CCN(Cc2ccccc2)CC1 (stereo unspecified),11,0.2,-6,6,11,-11,17,-0.3,-1,-7
COc1ccc(CCNS(=O)(=O)CCNC(=O)c2ccc3c(c2)OCO3)cc1OC,7,2.1,-3,7,-5,0,/,-0.6,/,-10
O=C1OC(/C(=C\Nc2cc(Cl)ccc2O)[N+](=O)[O-])c2ccccc21 (stereo unspecified),-6,0.6,0,10,0,12,9,-0.3,5,2
Cc1cc(=O)oc2cc(OCC(=O)N3CCN(c4ccc(F)cc4)CC3)c(Cl)cc12,-1,2.2,0,1,-3,11,-18,-0.4,0,-12
CN(C)CCCOc1ccc(-c2ccc3nncn3c2)cn1,/,1.3,-5,-10,-1,/,/,-0.5,/,/
O=C(ON=C1CCN(S(=O)(=O)c2ccccc2)CC1)c1cccc(Cl)c1,5,/,5,-4,-3,-2,-9,-2.2,-2,-2
CCOC(=O)c1sc(N)c(C#N)c1CSc1nnc(C2CC2)n1N,-16,/,-5,-4,-11,1,11,i,-2,-7
O=S(=O)(c1ccc(Cl)nc1)N1CCN(Cc2ccc3c(c2)OCO3)CC1,2,/,2,10,-3,3,0,i,-6,-1
O=[N+]([O-])c1ccccc1/C=N/N1CCN(Cc2ccccc2)CC1,-10,0.7,-15,-2,10,1,58*,-0.7,-1,/
O=C(CCC1CCCC1)Nc1ccc(OCC(=O)N2CCOCC2)cc1,7,/,-5,6,0,-2,40,-3.1,-1,3
CN(C)C(=O)Oc1ccc(NC(=O)N2CCOCC2)cc1,0,-5.5,1,-2,-8,0,6,-3.8,0,-13
CCOC(=O)c1sc(NC(=O)C2CCC2)cc1C,-2,-0.4,10,10,-8,3,9,i,3,-11
CN1CCN(C(=O)/C(=C/c2cn(C)c3ccccc23)NC(=O)c2ccccc2)CC1,-5,0.9,-8,17,-2,-6,15,i,2,-4
COc1ccccc1NC(=O)c1oc2ccccc2c1C,/,-2.2,-4,-7,16,0,/,-0.8,/,-12
COc1ccc(-c2cc3ccc(OCC(C)=O)cc3oc2=O)cc1,-6,2.0,1,-107,5,7,18,i,-4,-2
CCn1cc(C(=O)N2CCCC(CO)(Cc3ccccc3C)C2)cn1 (stereo unspecified),-2,-1.2,6,10,1,5,14,0.3,0,0
O=C1NC(=Nc2ccccc2)/C(=C/c2ccco2)S1,-32,2.2,-3,-1,-9,-7,-6,-0.3,4,-4
CCOC(=O)C1CCCN(S(=O)(=O)c2cc(Br)cc3c2N(C(C)=O)CC3)C1 (stereo unspecified),2,-0.6,3,-5,6,-7,25,-0.4,1,-10
CCNC(=S)N1CCN(CCN=CC2=C(O)CC(C)(C)CC2=O)CC1,3,0.6,-6,16,-5,7,10,i,1,1
Cc1ccc(S(=O)(=O)C2(C(=O)Nc3nccs3)CC2)cc1,8,0.2,1,0,6,5,-2,-0.2,1,-11

# Gathered by group: the entries above containing four or more nitrogen atoms.
SMILES,Rv3671c protease,TcdB inh,PrPC surface inh,CCHF vOTU inh,Y pestis TopoI,MazEF act,DUSP3 inh,BH1578 lux ind,3CLpro inhibitor,SSB-PriA inh
CN(C)CCCOc1ccc(-c2ccc3nncn3c2)cn1,/,1.3,-5,-10,-1,/,/,-0.5,/,/
CCOC(=O)c1sc(N)c(C#N)c1CSc1nnc(C2CC2)n1N,-16,/,-5,-4,-11,1,11,i,-2,-7
O=[N+]([O-])c1ccccc1/C=N/N1CCN(Cc2ccccc2)CC1,-10,0.7,-15,-2,10,1,58*,-0.7,-1,/
CN1CCN(C(=O)/C(=C/c2cn(C)c3ccccc23)NC(=O)c2ccccc2)CC1,-5,0.9,-8,17,-2,-6,15,i,2,-4
CCNC(=S)N1CCN(CCN=CC2=C(O)CC(C)(C)CC2=O)CC1,3,0.6,-6,16,-5,7,10,i,1,1

# Some of these compounds in order of number of heavy atoms, high to low:
SMILES,Rv3671c protease,TcdB inh,PrPC surface inh,CCHF vOTU inh,Y pestis TopoI,MazEF act,DUSP3 inh,BH1578 lux ind,3CLpro inhibitor,SSB-PriA inh
CN1CCN(C(=O)/C(=C/c2cn(C)c3ccccc23)NC(=O)c2ccccc2)CC1,-5,0.9,-8,17,-2,-6,15,i,2,-4
O=C(ON=C1CCN(S(=O)(=O)c2ccccc2)CC1)c1cccc(Cl)c1,5,/,5,-4,-3,-2,-9,-2.2,-2,-2
Cc1ccc(S(=O)(=O)C2(C(=O)Nc3nccs3)CC2)cc1,8,0.2,1,0,6,5,-2,-0.2,1,-11

# Other structures
SMILES,Rv3671c protease,TcdB inh,PrPC surface inh,CCHF vOTU inh,Y pestis TopoI,MazEF act,DUSP3 inh,BH1578 lux ind,3CLpro inhibitor,SSB-PriA inh
Fc1ccc(-c2csc(-c3ccc(C4SCCS4)cc3)n2)cc1F,-1,0.9,-5,3,-10,-6,16,-0.3,3,0
CCOC(=O)Cn1c(-c2ccccn2)nc2ccccc21,-1,/,-3,4,4,1,13,0.8,0,-4
COc1ccc(C2CC(=O)c3c(O)cc(O)cc3O2)c(CC=C(C)C)c1OC (stereo unspecified),-11,-9.9,7,23,-6,-4,/,-0.4,/,1
OCc1ccccc1N=Cc1cccnc1,2,0.8,2,0,-6,1,36,-0.3,-5,-14
CC(C)C(=O)Nc1cc(S(=O)(=O)N2CCOCC2)ccc1N1CCCCC1,0,1.6,-4,-11,4,1,/,0.4,/,-7
O=C(c1cc(-c2ccccc2)on1)N1CCN(c2ccccc2)CC1,6,1.3,-1,22,32,0,21,0.6,-5,-1
COc1ccc(-c2csc(NC(=O)c3cc(C)on3)c2C#N)cc1OC,-6,/,-5,6,-3,0,-6,-0.5,-4,-16
O=C(Nc1ccccc1)NC1(C(=O)N2CCN(C(=O)c3ccco3)CC2)CCCCC1,-1,/,-7,14,-6,-1,17,i,-1,-4
COc1ccc2cc(C(N)=O)c(=Nc3ccc(C)cc3)oc2c1,-5,1.8,-2,-10,-13,-4,15,-0.4,-3,0
CCOc1cc(/C=N/NC(=O)c2ccccc2OCc2ccc(F)cc2)ccc1O,1,-0.1,-16,19,23,2,/,i,/,/
N#C/C(=N\Nc1ccc([N+](=O)[O-])cc1)C(=N)N1CCOCC1,1,-0.3,-14,-7,-1,-4,10,0.7,0,/
O=C(OCC1CC(c2ccccn2)=NO1)c1ccc(Br)cc1 (stereo unspecified),3,0.2,0,8,18,-4,9,-2.0,2,-5
COc1cccc(-n2cnc3sc(-c4ccccc4)cc3c2=O)c1,-2,0.8,-2,-7,5,-64,/,-0.6,/,-4
O=C1CC(c2cc(Br)ccc2F)c2cc3c(cc2N1)CCC3 (stereo unspecified),-2,1.2,/,/,10,9,21,-0.5,5,-17
Cc1onc(-c2c(F)cccc2Cl)c1C(=O)Nc1sc2c(c1C#N)CCC(C(C)(C)C)C2 (stereo unspecified),-6,/,-1,-2,-3,-2,-5,5.0,0,-1
CCOC(=O)C1(C)NC(c2ccc(N(C)C)cc2)C2C(=O)N(c3ccc(OC)cc3)C(=O)C21 (stereo unspecified),5,/,-4,-19,-8,6,-8,i,-4,-6
Cc1c(C(=O)Nc2ccccc2)c2ccc(C(F)(F)F)cc2n1O,11,-0.8,1,-2,4,8,/,i,/,-17
O=C(CNC(=O)c1ccccc1F)NCCCN1CCCC1=O,-1,1.5,-5,-1,6,9,/,i,/,0
Cc1cccc(-c2c3c(=O)n(C)c(=O)n(C)c3cn2CC2CCCO2)c1 (stereo unspecified),9,/,3,3,-7,3,3,1.0,-6,-2
O=C(O)CNS(=O)(=O)c1ccc2[nH]c(=O)c(=O)[nH]c2c1,7,0.6,-2,2,-14,21,14,-0.1,2,-8
Oc1ccc(N2CCN(c3nnnn3-c3ccccc3)CC2)cc1,-1,-1.6,1,3,5,-7,17,-0.3,3,-4
Cc1cc(C(=O)Nc2ccc(Cl)cc2)on1,-1,1.8,11,4,4,-4,-3,-0.7,-2,6&1
O=C1NN(c2ccccc2)C(=O)/C1=C\c1coc2ccc(O)cc2c1=O,3,-5.1,-3,15,-8,11,7,-2.4,2,2
CNC(=O)C1CC(=O)N(c2ccc(OCC(=O)NCc3ccccc3)cc2)C1 (stereo unspecified),-1,-0.6,1,-3,0,-1,12,-0.2,4,-6
Cn1cnnc1SCC(=O)Nc1ccccc1C(=O)NC1CCCC1,-7,/,3,-5,-3,-2,22,i,6,1
COc1ccc(NC(=O)c2ccc(CNc3c(NC4CCCCC4)c(=O)c3=O)cc2)cc1OC,-10,-0.9&0.4,4&-4,-3&0,20&20,-7&-10,-9,-0.3,1,-2&104
CN(C)S(=O)(=O)c1cccc(NC(=O)c2cc(-c3cccs3)nn2-c2ccccc2)c1,-26,/,-2,-8,22,-4,2,i,0,-6
N#Cc1ccc(N/N=C/c2ccccc2)c([N+](=O)[O-])c1,-1,-0.1,2,-9,4,2,22,-0.7,5,/
CC(C)CC1=NC(C(F)(F)F)(C(F)(F)F)c2c(n(CC(C)C)c(=O)[nH]c2=O)N1,-2,/,-7,-8,7,2,1,0.1,3,-11
O=C(Nc1nnc(C2=COCCO2)o1)c1cccc([N+](=O)[O-])c1,3,-0.3,-2,2,3,3,2,-0.7,2,-5&-8
COc1ccc2c(c1)-c1ccccc1S(=O)(=O)N(C)C2,/,5.2,2,-2,1,3,/,-2.0,/,-6
Cc1c(C(=O)OCC(=O)NCCc2ccc(S(N)(=O)=O)cc2)oc2ccccc12,9,0.6,-5,-6,10,7,/,-2.1,/,0
CCn1c(SCC(=O)Nc2ccc(C(C)=O)cc2)nc2ccccc21,5,/,0,0,1,3,11,-0.2,-1,-8
Cc1ccc(S(=O)(=O)N(CC(=O)N2CCC(C(N)=O)CC2)Cc2ccc(F)cc2)cc1,2,/,-4,6,8,-13,4,0.9,-4,-12
CN(C)c1cc[n+](CC(=O)Nc2ccc(Oc3ccccc3)cc2)cc1,1,1.1,5,-10,-5,30,27,i,2,-18
O=C(Nc1ccccn1)NC1CCCCC1,-6,/,-4,6,0,-4,19,i,3,-7
CCOc1ccc(-c2noc(COC)n2)cc1OC,0,/,-4,2,2,-4,13,i,-8,-9
CC(c1ccccc1C(O)(c1ccccc1)c1ccccc1)N(C)C (stereo unspecified),-17,0.7,-3,0,-1,-1,-8,-0.3,2,2
CN(C)C1=NCC(CSC(=N)N)S1 (stereo unspecified),3,1.0,-11,-1,1,0,13,0.4,0,-3
c1ccc(-c2nc(CSc3n[nH]c(-c4cccs4)n3)cs2)cc1,-3,/,4,-13,-7,-2,9,-0.4,5,2

# For reference, some entries already given:
SMILES,Rv3671c protease,TcdB inh,PrPC surface inh,CCHF vOTU inh,Y pestis TopoI,MazEF act,DUSP3 inh,BH1578 lux ind,3CLpro inhibitor,SSB-PriA inh
Oc1ccc(N2CCN(c3nnnn3-c3ccccc3)CC2)cc1,-1,-1.6,1,3,5,-7,17,-0.3,3,-4
Cc1cc(C(=O)Nc2ccc(Cl)cc2)on1,-1,1.8,11,4,4,-4,-3,-0.7,-2,6&1

# As entered above:
# `Cc1ccc(S(=O)(=O)N(CC(=O)N2CCC(C(N)=O)CC2)Cc2ccc(F)cc2)cc1` in SSB-PriA inh is entered as -12
# `Cn1cnnc1SCC(=O)Nc1ccccc1C(=O)NC1CCCC1` in PrPC surface inh is entered as 3
